Pol beta inh: DNA polymerase beta (human) inhibition; Pol beta primer extension/strand displacement, fluorescence kinetic; Potency, µM (top dose mostly 114 µM), without a hit: top-dose activity change, negative = inhibition, most hits filed as inhibitors; P06746; hit rate 1.3% among 340,000; also: potency is read from the fitted curve at half-maximal effect; % is scaled to controls: 0 for no effect and ±100 for the full control effect
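Pol beta (10 nM) and compounds were preincubated 15 min at room temperature, then 50 nM substrate (final) started primer extension/strand displacement. Reads were taken at 0 and 10 min; concentration-response data were fitted to a four-parameter Hill equation.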
Pol eta inh: DNA polymerase eta (human) inhibition; Q9Y253; recombinant Pol eta, fluorescent DNA replication assay; Potency, µM (titrated, usually from 114 µM), for the others: top-dose activity change, negative = inhibition, actives largely listed as inhibitors; hit rate 1.2% among 390,000; AID 588591; also: potency is read from the fitted curve at half-maximal effect; % is scaled to controls: 0 for no effect and ±100 for the full control effect
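Fluorescent replication assay: 50 nM final substrate added after a 15 min room-temperature compound preincubation with 10 nM enzyme. Signal taken at 0 min and again at 10 min.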
RGS4 inhibitor: blocks human RGS4-accelerated GTP hydrolysis | hit rate 0.039% among 390,000 | Potency, µM (top dose mostly 114 µM), for the others: at the top dose activity change, negative = inhibition, hits mostly inhibitors | AID 504845 | P49798 | Transcreener GDP fluorescence polarization, RGS4-accelerated GTP hydrolysis; also: potency is read from the fitted curve at half-maximal effect; % is scaled to controls: 0 for no effect and ±100 for the full control effect; nearly all actives have a fitted effect of over 75% in size; some results filed as inactive show a strong effect at the top dose
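MLSMR compounds (23 nl, pin-transferred) preincubated 10 min at room temperature with a 500nM (2x) first reagent, then RGS4 at 900nM (2x) plus Transcreener GDP mix added; fluorescence polarization (620/688 nm) read before and after 90 min at 30 °C.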
12-LOX inh: ALOX12 (human) lipoxygenase inhibition; P18054; purified 12hLO, xylenol orange hydroperoxide absorbance; Potency, µM (highest dose often 108 µM), for the others: top-dose activity change, negative = inhibition, hits mostly inhibitors; hit rate 1.1% among 580,000; AID 1671190; also: potency is read from the fitted curve at half-maximal effect; % is scaled to controls: 0 for no effect and ±100 for the full control effect
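Purified human 12hLO (150 nM final) in 25 mM Hepes, 0.01% Triton X-100, pH 7.0 was preincubated 15 min at room temperature with compound. Then 40 uM arachidonic acid was added, 30 min. Hydroperoxide was read by Fe-XO absorbance ratio 573/405 nm.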
LDHA inh: blocks human lactate dehydrogenase A; purified LDHA, NADH/diaphorase-resazurin fluorescence; active compounds read low; AID 1347041; hit rate 0.15% among 480,000; P00338; activity change, % (values are at about 110 or 230 µM); in the data active = activity change below about -30%; inconclusive = mostly about -25% to -30%;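 also: plate controls were DMSO wells for no effect and wells without enzyme for full effect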
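Human LDH5 at 2 nM final in Tris HCl pH 7.4 with 0.06 mM NADH and 0.2 mM pyruvate, reacted 5 minutes at room temperature. Remaining NADH coupled via diaphorase/resazurin; resorufin fluorescence read at 0 and 20 minutes, normalized to enzyme-free and DMSO wells.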
ERG-DNA inh: blocks human ERG Ets domain binding to DNA; Potency, µM (titrated, usually from 76.9 µM), for inactives: top-dose FP activity, negative = inhibition, most hits filed as inhibitors; hit rate 0.028% among 370,000; fluorescence polarization, His-ERG Ets domain / labelled DNA; active = well fitted inhibition curve with a large enough effect in the polarisation, with a control signal flat; inconclusive = small, poorly fitted or top-dose-only effect, or effect the other way, or a change in a side signal; inactive = no such curve, though single readings can be large or run the other way; the % refers to the polarisation;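 also: polarization taken with two DNA probes labelled with fluorescein and Texas red; potency is read from the fitted curve at half-maximal effect; % of control where 0% means no effect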
Target sequence (P11308 whole entry, looked up, the tested form may be a part): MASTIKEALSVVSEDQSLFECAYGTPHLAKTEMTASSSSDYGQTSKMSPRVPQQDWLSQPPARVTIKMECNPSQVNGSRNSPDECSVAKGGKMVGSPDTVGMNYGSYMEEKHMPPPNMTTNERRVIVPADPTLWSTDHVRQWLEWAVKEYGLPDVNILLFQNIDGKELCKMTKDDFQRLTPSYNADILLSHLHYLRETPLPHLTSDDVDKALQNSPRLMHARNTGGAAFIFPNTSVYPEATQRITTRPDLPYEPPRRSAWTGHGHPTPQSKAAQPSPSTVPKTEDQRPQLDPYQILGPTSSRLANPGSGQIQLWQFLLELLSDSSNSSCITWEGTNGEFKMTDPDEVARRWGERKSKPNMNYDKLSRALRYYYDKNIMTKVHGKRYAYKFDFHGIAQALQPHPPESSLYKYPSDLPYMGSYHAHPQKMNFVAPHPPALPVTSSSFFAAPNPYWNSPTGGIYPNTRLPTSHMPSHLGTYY
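His-tagged ERG Ets domain (1 uM in the protein solution; 300mM KCl, 50mM Tris-HCl, 1mM EDTA, 1mM DTT, pH 7.5) received compound, then a probe mix of 5 nM fluorescein-DNA and 100nM Texas-615-DNA. Fluorescence polarization was read for both dyes.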
POLK inh: blocks human DNA polymerase kappa activity | Q9UBT6 | purified Pol kappa, fluorescent DNA synthesis assay, 10 min | Potency, µM (top dose mostly 107 µM), for inactives: at the highest dose activity, negative = inhibition, most hits filed as inhibitors | hit rate 0.53% among 400,000; also: potency is read from the fitted curve at half-maximal effect; % is scaled to controls: 0 for no effect and ±100 for the full control effect
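Readout: fluorescence, taken kinetically at 0 and 10 min. Conditions: 10 nM Pol kappa, 15 min RT compound preincubation, 50 nM substrate final. Controls: enzyme-free buffer wells.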
Anesthetic bind: candidate novel general anesthetic via apoferritin binding. P02791. apoferritin/1-aminoanthracene competitive binding, fluorescence. Potency, µM (series often up to 77.5 µM), without a hit: at the top dose activity change, negative = displacement, usual class: inhibitors. hit rate 0.074% among 350,000; also: potency is read from the fitted curve at half-maximal effect; % is scaled to controls: 0 for no effect and ±100 for the full control effect; nearly all actives have a fitted effect of over 20% in size
Target sequence (P02791 2-175 limits assumed): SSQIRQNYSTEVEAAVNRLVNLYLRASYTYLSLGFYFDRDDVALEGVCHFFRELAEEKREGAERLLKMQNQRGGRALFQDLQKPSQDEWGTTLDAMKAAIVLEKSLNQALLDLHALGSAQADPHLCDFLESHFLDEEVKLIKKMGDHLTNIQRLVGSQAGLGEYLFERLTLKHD
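Horse-spleen apoferritin (10 uM) in 50% saturated 1-aminoanthracene in PBS was incubated 10 min at room temperature with compound. Fluorescence (ex 380, em 535 nm) was normalized to free and bound 1-AMA, with concentration-response fitted by a four-parameter Hill equation.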
APEX1 inh: blocks human APE1 abasic DNA cleavage; P27695; recombinant APE1, TAMRA/BHQ-2 abasic DNA cleavage fluorescence; Potency, µM (titrated, usually from 65.8 µM), for the others: at the highest dose activity change, negative = inhibition, hits mostly inhibitors; hit rate 0.35% among 350,000;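 also: potency is read from the fitted curve at half-maximal effect; plate controls were vehicle for no effect and reference inhibitor for full effect; nearly all actives have a fitted effect of over 55% in size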
Target sequence (P27695 whole entry, looked up): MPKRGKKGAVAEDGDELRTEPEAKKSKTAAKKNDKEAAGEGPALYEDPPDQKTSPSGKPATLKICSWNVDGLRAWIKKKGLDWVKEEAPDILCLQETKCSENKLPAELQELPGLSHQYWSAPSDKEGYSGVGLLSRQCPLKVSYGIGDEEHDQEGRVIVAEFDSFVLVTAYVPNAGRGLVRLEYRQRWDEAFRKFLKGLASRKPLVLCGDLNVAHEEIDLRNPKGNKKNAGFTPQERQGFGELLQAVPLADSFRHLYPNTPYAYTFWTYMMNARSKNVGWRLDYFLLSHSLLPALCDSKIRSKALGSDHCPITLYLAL
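Incision of a quenched TAMRA/BHQ-2 THF abasic-site duplex (50 nM) by 0.75 nM APE1, after 15 min compound preincubation, measured as fluorescence increase over three 60 s reads. Values normalized to buffer, DMSO and NSC13755 control wells.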
Numbers without * were called inactive; ? = inconclusive; nt = not tested or not shown; & = joins results of further samples; [ ] = another dose, or the depositor's remark. Unless noted, calls follow the shape of the dose curve; as a rule, active = well fitted curve in the direction sought with a large enough effect; inconclusive = small, poorly fitted or top-dose-only effect, or another doubt; inactive = no such curve, though single readings can be large; an effect the other way counts as inactive or inconclusive. Not all compounds are listed; count on the stated rates, not on these rows.

nr	Compound	Pol beta inh	Pol eta inh	RGS4 inhibitor	12-LOX inh	LDHA inh	ERG-DNA inh	POLK inh	Anesthetic bind	APEX1 inh
1	O=c1c2ccccc2nc2n1C(CSc1ccc(F)cc1)CN2 (centres undefined)	40%	-5%	18%	0%	1	4%	-6%	-8%	3%
2	CCCn1c(SCC(=O)NC2CCCCC2)nnc1-c1cccnc1	1%	-10%	4%	-4%	0	0%	4%	-1%	17%[12.4 µM]
3	Cc1ccc(N/C(N)=N/c2nc(CSc3nnc(N)s3)cc(=O)[nH]2)cc1	0%	3%	22%	0%	-9	6%	-7%	-6%	-2%
4	Cc1ccc(NS(=O)(=O)c2c(C)nc3sc(C)cn3c2=O)c(C)c1	0%	-6%	18%	-27%	-7	1%	-34%	3%	nt
5	CCOC(=O)c1c(NC(=O)COC(=O)c2cc(OC)c(OC)cc2[N+](=O)[O-])sc(C)c1CC	-15%	-11%	-10%	-9%	-7	-4%	-25%	-18%	-1%
6	COc1ccc(-n2cc(CNCCc3ncc(C)[nH]3)c(-c3ccccc3Cl)n2)cc1	-20%	-23%	8%	11%	-4	1%	2%	-11%	5%
7	COc1ccc(OC)c(/C=N/NC(=O)c2cc[n+](CC(=O)c3ccccc3)cc2)c1	-9%	-1%	1%	1%[57.4 µM]	6	nt	-8%[60.1 µM]	-16%	3%
8	O=C(c1ccco1)N1CCN(C(=O)c2cccn3c(=O)c4c5c(sc4nc23)CCCC5)CC1	nt	-20%	-15%	4%	0	9%	-6%	nt	nt
9	CCOC(=O)c1ccc(N=NN(C)C)cc1	0%	-17%	-2%	?	-1	4%	3%	-6%	4%
10	CCOC(=O)C1=C(COC(=O)c2cc(S(=O)(=O)N3CCOCC3)ccc2F)NC(=O)NC1C (centres undefined)	nt	-10%	-6%	-19%	-16	-5%[15.4 µM]	-10%	nt	nt
11	NC(=O)C1CCN(C(=O)/C=C/c2cc(Br)ccc2F)CC1	-7%	-9%	-26%	-2%	-7	-15%	-6%	-1%	-4%
12	CC(C)NC(=O)c1onc(CSc2ccccc2)c1C(=O)O	36%	-1%	-16%	?	4	11%	7%	-8%	0%
13	O=C(Nc1cccn(Cc2c(Cl)cccc2Cl)c1=O)c1ccc(Cl)cc1	8%	-18%	-25%	0%	3	-10%	-3%	-14%	11%
14	COc1ccc2c(C)cc(SCC(=O)Nc3ncc(Cl)cc3Cl)nc2c1	2%	-6%	11%	25%	-5	-1%	-15%	-4%	-2%
15	CCn1ccnc1CN(C)Cc1nc(-c2ccc3c(c2)OCO3)no1	30%	-2%	10%	23%	0	10%	0%	-7%	-7%
16	CC(NC(=S)NCCCN1CCOCC1)C12CC3CC(CC(C3)C1)C2 (centres undefined)	19%	-2%	18%	-6%	-4	0%	-4%	-10%	6%
17	O=C(O)c1cccnc1SCC(=O)N1CCCCCC1	?	-11%	-5%	1%	-3	9%	-6%	-17%	0%
18	Cc1nc2cc(NC(=O)CS(=O)(=O)c3ccc(F)cc3)ccc2s1	nt	-2%	-4%	-3%	-4	-2%	-6%	nt	19%
19	CC[C@H](C)[C@@H](NC(=O)O[C@@H]1C(=O)c2cc(OC)ccc2O[C@H]1c1ccc(OC)c(Br)c1)C(=O)OC	-24%	-15%	4%	nt	-2	4%	0%	-9%	7%&-6%
20	CC(=O)C1C(=O)C=C(c2ccco2)CC1c1ccccc1 (centres undefined)	-13%	-16%	-9%	?	-3	-5%	-16%	2%	1%
21	O=C(Nc1ccccc1N1CCOCC1)c1cc(F)cc(F)c1	-1%	-20%	-19%	-6%	-1	2%	1%	-5%	-1%
22	COc1ccc(C(=O)O/N=C/c2ccc(S(=O)c3ccc(Cl)cc3)nc2)cc1 (centres undefined)	20%	-18%	-10%	27%	1	6%	-1%	-14%	17%
23	CCOc1ccc(Nc2nc(C)c(NC(=O)c3cccc(F)c3)c(Nc3ccc(OCC)cc3)n2)cc1	-2%	-19%	1%	?	3	-6%	14%	-8%	nt
24	COc1ccc2nc3oc(C(=O)N4CC(C)CC(C)C4)cc3cc2c1 (centres undefined)	0%	-19%	18%	nt	-2	-10%	-5%	?	1%
25	COc1ccc(C(C(=O)NC(C)(C)C)N(C(=O)CCC(=O)Nc2cc(C)on2)c2c(C)cccc2C)cc1 (centres undefined)	31%	-16%	-8%	-18%	-2	-6%	-1%	3%	10%
26	NC(=O)NC(=O)CSc1nnc(-c2ccc(Cl)cc2)n1CC1CCCO1 (centres undefined)	34%	-6%	-1%	5%	0	-2%	-8%	-1%	12%
27	Cc1ccc2[nH]c(CN3CCC(CO)(CC4CCCCO4)CC3)c(C)c2c1 (centres undefined)	45%	3%	21%	-9%	-5	-5%	1%	-15%	13%
28	CC(CCc1ccccc1)NC(=O)c1nnc(Cc2ccc(Cl)cc2)o1 (centres undefined)	-4%	-15%	-2%	18%[57.4 µM]	-2	9%	-3%	-6%	-6%
29	O=C(Nc1ccc(C(F)(F)F)cc1)C1=NN(C2CCS(=O)(=O)C2)C(=O)CC1 (centres undefined)	nt	-6%	6%	9%	1	-3%	2%	nt	-8%
30	O=C(CN1C(=O)NC2(CCCCC2)C1=O)NC1CCCc2ccccc21 (centres undefined)	6%	-6%	-4%	6%	-12	nt	-9%	-2%	-2%
31	COc1ccc(N(CC(=O)NC2CCCC2)C(=O)CS(=O)CC(=O)Nc2ccc3c(c2)OCO3)cc1 (centres undefined)	2%	-10%	-31%	-15%	-1	-6%	1%	-8%	0%
32	O=C(CSc1nnc(CCCN2C(=O)c3cccc4cccc(c34)C2=O)n1-c1ccccc1)NCCCN1CCOCC1	0%	-16%	-9%	-9%	-1	2%	4%	4%	-1%
33	O=C(CN1C(=O)CNC1=O)Nc1cc(Cl)cc(Cl)c1	nt	-1%	16%	0%	-6	4%	-13%	nt	16%
34	N#Cc1ccsc1NC(=O)C1CC(=O)N(Cc2ccccc2)C1 (centres undefined)	nt	-17%	5%	?	3	36%[activator]	2%	nt	15%
35	O=C(NCS(=O)(=O)c1ccccc1)c1ccccc1	3%	-12%	-46%	28%	-1	-6%	15%	-16%	19%
36	Cc1ccc2nc(-c3ccc(C)s3)c(Nc3ccc4c(c3)OCCO4)n2c1	31%	-13%	18%	-17%	2	1%	5%	1%	nt
37	O=C(CCC(=O)Nc1cccc([N+](=O)[O-])c1)N/N=C/c1cccs1	0%	-1%	27%	-7%	-1	-3%	-9%	?	-7%
38	Cc1ccc(CN2CCN(/N=C/c3ccc(C)s3)CC2)c(C)c1	-22%	-24%	-15%	0%	0	nt	-4%	-13%	-7%
39	COc1ccc(S(=O)(=O)n2ccc(-c3ccc4c(c3)CCC(C)(C)O4)n2)cc1	-1%	-9%	19%	-5%	-9	-4%	-7%	4%	-5%
40	COc1ccc(-c2noc(CN(C)C(=O)c3ccco3)n2)cc1	2%	-15%	-16%	-9%	-2	-5%	-3%	3%	2%[12.4 µM]
41	Cc1ccc(C)c(S(=O)(=O)N2CCCCC2CCNC(=O)C(=O)NC2CCCC2)c1 (centres undefined)	nt	-5%	6%	-22%	0	12%	-8%	nt	9%
42	COc1ccc(S(=O)(=O)N2CCN(CCC(=O)Nc3ccccc3F)CC2)cc1	16%	-2%	18%	4%	-7	nt	-13%	-15%	-7%
43	O=C(Nc1ccccc1Br)c1c(F)cccc1Cl	8%	3%	19%	0%	-1	-8%	-1%	?	-4%
44	O=C(Nc1cccc(Cl)c1)N(Cc1nc2ccccc2c(=O)[nH]1)C1CCCC1	-1%	-7%	-23%	40%	0	-7%	-9%	-10%	3%
45	O=C(c1ccc2c(c1)OCO2)N1CCN(C(=O)c2ccco2)CC1	7%	-12%	-8%	-4%	-7	2%	-5%	-10%	12%
46	Cc1cc([N+](=O)[O-])nn1CCCC(=O)NCc1ccc(F)cc1	2%	-8%	-1%	13%	-2	-9%	-7%	-8%	-3%
47	COc1ccc(-c2nn(-c3ccccc3)cc2C(=O)O)cc1	-3%	-10%	7%	-26%	-5	7%	-11%	2%	?
48	Cc1nn(CC(=O)NCC2CCCO2)c(=O)c2cc3ccccc3n12 (centres undefined)	49%	9%	3%	11%	-2	1%	-18%	-3%	-6%
49	O=C(CCN1CCOCC1)Nc1cc(C(=O)Nc2ccc(Cl)cc2)ccc1N1CC2CC(C1)c1cccc(=O)n1C2 (centres undefined)	0%	-24%	-37%	21%	0	2%	-9%	-19%	23%
50	Cc1ccc(NC(=S)N2CCN(Cc3ccccc3)CC2)c(C)c1	-21%	-15%	1%	23%	-1	1%	-13%	4%	2%
51	C[N+]1(CC2COC3(CCCCC3)O2)CCCCC1 (centres undefined)	5%	-3%	5%	?	-16	-2%	5%	-3%	13%

One compound at a time (already shown).
Entry for CCOC(=O)c1c(NC(=O)COC(=O)c2cc(OC)c(OC)cc2[N+](=O)[O-])sc(C)c1CC → Pol beta inh = -15%; Pol eta inh = -11%; RGS4 inhibitor = -10%; 12-LOX inh = -9%; LDHA inh = -7; ERG-DNA inh = -4%; POLK inh = -25%; Anesthetic bind = -18%; APEX1 inh = -1%
Entry for Cc1ccc(N/C(N)=N/c2nc(CSc3nnc(N)s3)cc(=O)[nH]2)cc1 → Pol beta inh = 0%; Pol eta inh = 3%; RGS4 inhibitor = 22%; 12-LOX inh = 0%; LDHA inh = -9; ERG-DNA inh = 6%; POLK inh = -7%; Anesthetic bind = -6%; APEX1 inh = -2%
